# Compound activity from PubChem BioAssay.
# Pf apPOL inh: Pf-apPOL inhibitors, biochemical, fluorescence; Plasmodium falciparum apicoplast DNA polymerase (apPOL); Recombinant Pf-apPOL, molecular beacon fluorescence, 1.5 h; inhibition, % at 10 µM; 210,000 compounds, 0.25% hits; AID 1794808, 2022
# mHTT CaM bind: mutant huntingtin-calmodulin interaction inhibitors – biochemical, AlphaScreen, primary screen; P42858; AlphaScreen His-mHTT/GST-CaM binding, luminescence; inhibition, % at 15 µM; 190,000 compounds, 3.6% hits; AID 1671202, 2021;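 note: 0% = both proteins with DMSO and 100% = one protein alone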
# * hit, by the source's call; i = inactive; . = no result given; & = joins results of further samples; ! = a repeat was not active. Cut-off read from the data, not from the text of the source: active = inhibition above about 50%; inactive = the rest.
# The line under a structure holds: Pf apPOL inh, mHTT CaM bind
- O=S(=O)(c1cccnc1)N1CCC(Nc2cccnc2)C1 (stereo not given)
→ 1, 1
- Cc1ccc(-n2cc(C(=O)NCc3ccccn3)nn2)cc1C
→ -4, -7
- CC(C)c1cc(C2CCCN2C(=O)c2cc(-c3ccccc3F)no2)on1 (stereo not given)
→ 0, -6
- COc1ccccc1OCCOc1ccccc1Cl
→ -6, -63
- NC(=O)C(=O)Nc1nc(-c2ccccc2)cs1
→ -2, 0
- COc1cccc(CNC(=O)N2CCC(N3CCN(Cc4cccc(C)c4)C3=O)CC2)c1
→ 0, 6
- CC(=O)c1ccc(NC(=O)CCC2CCCCC2)cc1
→ -1, 0
- OC(CNCc1csc2ccccc12)c1ccccc1 (stereo not given)
→ -4, .
- O=C(c1ccccc1F)N1CCc2nc(-c3ccccc3)ncc2C1
→ -1, -3
- Cc1ccc2c(c1)-c1c(sn(-c3ccc(C)c(C)c3)c1=S)C(C)(C)N2Cc1ccccc1
→ ., 12
- O=C1/C(=C/c2c(F)cccc2Cl)Sc2ccccc21
→ 0, -17
- O=C(Nc1nnc(-c2cccnc2)s1)c1cccc([N+](=O)[O-])c1
→ 0, 1
- COC(=O)c1c(C)oc2cc(Br)c(OC(=O)C(C)(C)C)cc12
→ -4, -9
- O=C(c1ccccc1)N1CCn2c1nc1ccccc12
→ 2, 3
- Cc1ccc(NC(=O)OC[C@@H]2CSCCS(=O)(=O)N2)cc1
→ -3, 7
- CCn1nccc1C(=O)N(C)C12CC3CC(CC(C3)C1)C2
→ 5, 3
- COc1ccc(N(CC(=O)Nc2ccccc2F)S(=O)(=O)c2ccc(C)c([N+](=O)[O-])c2)cc1
→ -11, 45
- CN(C)c1ccc(C2CC(c3ccc(Br)cc3)=NN2C(=O)CCCC(=O)O)cc1 (stereo not given)
→ -19, 20
- Cc1cc(C(=O)NC(C)C(=O)NC(C)C)no1 (stereo not given)
→ -4, -5
- Cc1ccc(C=C2Oc3c(ccc(O)c3CN3CC(C)CC(C)C3)C2=O)o1 (stereo not given)
→ -4, 0
- COCCCNC(=O)c1cc2c(s1)CCN(C(C)=O)C2
→ -6, -3
- Cc1c(Br)c([N+](=O)[O-])nn1CCCC(=O)NC(C)c1ccccc1 (stereo not given)
→ -2, -1
- COc1ccc2oc(=O)c(-c3cn4c(n3)sc3cc(F)ccc34)cc2c1
→ -5, -3
- CCOC(=O)C1CCN(S(=O)(=O)c2ccc(-c3ccon3)s2)CC1
→ -15, .
- COc1cc(C=Nc2c(C)n(C)n(-c3ccccc3)c2=O)ccc1OCc1ccccc1
→ 8, -4
- O=C(O)CCCN1C(=O)C2C3CC(C2C1=O)C1C(c2ccc(O)cc2)c2sc(=O)[nH]c2SC31 (stereo not given)
→ 5, 6
- Cc1ccc(Cn2c(=O)[nH]c3ccccc32)cc1
→ 2, -2
- O=C1OC(c2ccc(Br)o2)=N/C1=C/c1ccccc1F
→ -2, 0
- COc1ccc(C=C2NC(=O)N(CC(=O)Nc3cccc(C(F)(F)F)c3)C2=O)cc1
→ -3, 17
- CCNC(=O)C1CCN(c2nc3ccc(-c4ccncc4)nc3s2)CC1
→ -2, -3
- CCOc1ncccc1CNC(=O)c1ccc2cc[nH]c2c1
→ -1, -4
- COCCN1CCC(N2CCCN(C(=O)c3cccn3C)CC2)C1=O (stereo not given)
→ -4, 15
- O=[N+]([O-])c1ccc2c(c1)COc1ccccc1O2
→ ., 12
- CCCC(=O)Nc1c2c(nn1-c1ccc(OC)cc1)CS(=O)C2 (stereo not given)
→ -1, 24
- N#Cc1ccccc1NC(=O)NCC1CN(c2ccc3c(c2)OCO3)C(=O)O1 (stereo not given)
→ -1, -18
- Cc1nc(-c2c[nH]c3ccccc23)cs1
→ -5, 21
- O=C(Nc1ccc([N+](=O)[O-])cc1Cl)C(c1ccccc1)c1ccccc1
→ -2, 36
- CCOC(=O)c1ccc(-c2ccc(-c3cc(=O)oc4cc(OC)c(OC)c(OC)c34)cc2)cc1
→ -4, -2
- Cc1cccc(-c2noc(C3CCCN3C(=O)Nc3cccc(F)c3)n2)c1 (stereo not given)
→ -2, -2
- COc1ccc([N+](=O)[O-])cc1Cn1cc(F)c(=O)[nH]c1=O
→ -3, -3
- COCCCNc1ncnc(N)c1[N+](=O)[O-]
→ -5, -6
- CCN(Cc1ccccc1)Cc1ccc([N+](=O)[O-])cc1
→ 4, -17
- COc1cccc(OC)c1C(=O)NCC1CCCO1 (stereo not given)
→ -2, 2
- Cn1nc(-c2nc(Cc3ccccc3)no2)c2c1CCN(C(=O)c1ccccc1)C2
→ -2, -1
- Cc1cc(NC(=O)C2CCN(c3nccnc3Oc3ccccc3)CC2)ccc1F
→ -5, -2
- CCOC(=O)N1CCc2nn(CC(=O)NCCc3ccc(OC)c(OC)c3)c(=O)cc2C1
→ -2, 11
- CCC(C)NC(=O)c1ccc(CN2C(=O)CSc3ccccc32)cc1 (stereo not given)
→ -1, 0
- O=C(Nc1ccccc1C(=O)Nc1cccnc1)c1ccccc1
→ 51*!, -3&-4
- Cc1ccccc1C(=O)N1CCCC2(C1)Nc1cccnc1NC2=NC1CCCC1 (stereo not given)
→ -6, 4
- COc1ccc(CNS(=O)(=O)c2ccc(N3C(=O)CCC3=O)cc2)cc1
→ -2, -9
- COc1ccccc1CNS(=O)(=O)c1cc(Br)cc2c1N(C(=O)C1CC1)CC2
→ -4, 5
- O=C(Nc1c2c(nn1-c1ccc(F)cc1)CS(=O)C2)c1c(F)cccc1F (stereo not given)
→ -3, -1
- COc1cc(NC(=O)c2ccc(C)cc2Cl)c(OC)cc1Cl
→ 4, -5
- CCSc1nnc2c(n1)OC(c1ccc(C)s1)N(C(C)=O)c1ccccc1-2 (stereo not given)
→ -2, 37
- O=C(Cc1nnc(-c2ccccc2)o1)NC1CCCCC1
→ -1, -2
- CCOC(=O)c1ccccc1NC(=O)CSc1n[nH]c(=O)c2cc(-c3ccco3)nn12
→ 29, 1
- COc1ccc(-c2c(C)c3ccc(OC(=O)c4ccco4)cc3oc2=O)cc1OC
→ -5, -1
- O=C(c1cc2cc(Cl)ccc2[nH]1)N1CCC(c2noc(-c3ccccc3)n2)CC1
→ 8, 83*
- Cc1ccc(C(=O)CSc2nc3ccccc3c(=O)n2-c2ccccc2)s1
→ -7, -5
- NC(=O)CSCc1cccc(Br)c1
→ 2, -4

# Among those listed so far, these have two or more sulfur atoms:
# The line under a structure holds: Pf apPOL inh, mHTT CaM bind
- Cc1ccc2c(c1)-c1c(sn(-c3ccc(C)c(C)c3)c1=S)C(C)(C)N2Cc1ccccc1
→ ., 12
- Cc1ccc(NC(=O)OC[C@@H]2CSCCS(=O)(=O)N2)cc1
→ -3, 7
- CCOC(=O)C1CCN(S(=O)(=O)c2ccc(-c3ccon3)s2)CC1
→ -15, .
- O=C(O)CCCN1C(=O)C2C3CC(C2C1=O)C1C(c2ccc(O)cc2)c2sc(=O)[nH]c2SC31 (stereo not given)
→ 5, 6
- CCSc1nnc2c(n1)OC(c1ccc(C)s1)N(C(C)=O)c1ccccc1-2 (stereo not given)
→ -2, 37
- Cc1ccc(C(=O)CSc2nc3ccccc3c(=O)n2-c2ccccc2)s1
→ -7, -5

# (next part)
# The line under a structure holds: Pf apPOL inh, mHTT CaM bind
- CCOC1CCc2oc(-c3ccsc3)c(C#CCCCCO)c21 (stereo not given)
→ 0, 12
- Cc1ccc(C(=O)Nc2ccc3c(c2)Cc2ccccc2-3)cc1
→ 0, 1
- COc1ccc(CN2CCC(C(=O)N3CCN(c4cccc(C)c4C)CC3)CC2)cc1OC
→ 0, 10
- O=C1C(Nc2ccc(O)cc2)=C(n2nnc3ccccc32)C(=O)c2ccccc21
→ -16, 23
- O=C(NC1CC1)c1ccc2c(c1)NC(=O)C(N1CCOCC1)S2 (stereo not given)
→ -7, -1
- COc1ccccc1C=CC=C1Oc2c(ccc(O)c2CN2CCN(CCO)CC2)C1=O
→ -10, 49
- CCCCN(C)Cc1ccnc2ccccc12
→ -3, 2
- Cn1c(CCC(=O)NCc2cc(F)cc(F)c2)nc2ccccc2c1=O
→ 2, -4
- COCCN(CCOC)Cc1c(O)ccc2c1OC(=Cc1ccccc1Br)C2=O
→ 0, 30
- Cc1ccc(C(=O)Nc2ccc(-c3nc4ccccc4o3)c(O)c2)cc1[N+](=O)[O-]
→ -1, -2
- COc1cc(C(=O)Nc2ncccc2Cl)cc(OC)c1OC
→ -6, -4
- C=C1c2cccc(C(F)(F)F)c2O[C@H](C(=O)OCC)[C@@H]1CCCCCC
→ -6, -64
- COc1ccc(CC(=O)N2CCN(C(=O)Cc3ccc(OC)cc3)CC2)cc1
→ -2, 6
- O=C1OC(c2ccccc2Cl)=N/C1=C\c1cccc(Br)c1
→ -4, 14
- CCOc1ccc(N2C(=O)CC(Sc3nc(C)cc(C)n3)C2=O)cc1 (stereo not given)
→ -4, 4
- Cc1cccc(CSc2nc(C(C)(C)C)cc(=O)n2C)c1
→ 1, -39
- CCOCCCNC(=O)C1(O)c2cc(Br)ccc2NC(=O)N1c1ccc(C)c(C)c1 (stereo not given)
→ 2, 2
- Cn1nc(COCc2ccccc2)c2c1CCN(C(=O)Nc1ccc(F)c(Cl)c1)C2
→ -2, 14
- CCC(Sc1nc2ccccc2s1)C(=O)Nc1ccc(C(C)=O)cc1 (stereo not given)
→ -1, 15
- COc1ccc(OC)c(C2C3CCCC=C3C(C#N)=C(N)C2(C#N)C#N)c1 (stereo not given)
→ 1, 39
- CCOc1ccccc1C(=O)N1CCC(c2ccn3ncc(C(=O)N4CCCC4)c3c2)CC1
→ -2, 0
- Cc1ccc(-n2c(=O)c3c(n4cnnc24)-c2ccccc2CC32CCCCC2)cc1
→ -3, 3
- Cc1ccc(CSCC(=O)O)cc1
→ 5, -28
- O=c1c(Cc2ccc([N+](=O)[O-])cc2)c(-c2ccccc2)sc2ccccc12
→ 0, .
- CN(C)S(=O)(=O)c1ccc(C(=O)N2CCC(c3nnc(-c4ccco4)s3)CC2)cc1
→ 9, -6
- O=C1c2sc3nnc(-c4ccccc4)c(=O)n3c2C(=O)N1c1ccc(Cl)c(Cl)c1
→ -1, 3
- O=C(NCC1CCN(Cc2cccs2)CC1)C(=O)Nc1ccc(F)c(Cl)c1
→ -5, -5
- CCOc1ccccc1OCCCCOc1ccc([N+](=O)[O-])cc1
→ -1, -21
- O=C(COc1ccc2c(c1)C(=O)CC2)Nc1cccnc1
→ -7, -13
- COc1cc(Cl)c(C)cc1NC(=O)CNC(=O)Cn1ccc2ccccc2c1=O
→ 3, -3
- COc1ccc(-n2nc(C(=O)NCC(=O)NCCN3CCCC3)c3ccccc3c2=O)c(OC)c1
→ 0, 7
- Brc1ccc(-c2nnco2)cc1
→ -2, 2
- CC(C)c1ccc(NC(=O)C2CCCN(c3cc(=O)n(C)c(=O)n3C)C2)cc1 (stereo not given)
→ -5, 29
- CCCN1CCC(=O)N([C@H](CO)CC(C)C)CC1
→ -4&-1, 14&8
- O=C1Cc2ccccc2C(c2ccc(Cl)cc2)N1 (stereo not given)
→ -2, -3
- Cc1nn(C)cc1C(C)NC(=O)c1c(Br)c(C)nn1C (stereo not given)
→ ., -8
- CN(C)CCNC(=O)C1CC(=O)N(c2ccc(F)c(Cl)c2)C1 (stereo not given)
→ -3, -7
- CC(=O)Nc1cc(C(=O)NCC(C)C)c2ccc(C)nc2c1
→ 18, 21
- CC(C)c1ccc(CN2CCOCC2)cc1
→ -3, -2
- CCC[C@H]1[C@@H](NC(=O)C(c2ccccc2)c2ccccc2)CC[C@@]23CCCN2C(=O)CCC[C@@H]13
→ -4, 7
- C=CCNC(=O)C(=O)Nc1ccc(F)cc1F
→ -3, -6
- CCn1nccc1C(=O)N1CCC(Nc2ncnc3c2CCC3)CC1
→ -7, -4
- Cn1cnnc1SCc1nc(-c2ccsc2)no1
→ -8, .
- C=CCNc1ncnc2c1cnn2C
→ -2, -2
- Cc1nnc(NC(=O)CCCOc2ccc(Cl)cc2Cl)s1
→ 22, -8
- COc1ccc(C(=O)NC2CCCCCC2)c(OC)c1
→ -5, -1
- O=C(Cc1ccc(Br)cc1)N1CCN(c2ccc([N+](=O)[O-])cc2)CC1
→ 4, 2
- O=C(c1ccc(F)cc1F)N1CCC2(CC1)NC(=O)N(Cc1cccc(Cl)c1)C2=O
→ -6, 9
- Cc1ccc(NC(=O)N2CC(c3nc(-c4cccnc4)no3)C2)cc1C
→ -8, -12
- CC1=NN(c2ccc(F)cc2)C(=O)/C1=C/c1ccc(N(C)C)c([N+](=O)[O-])c1
→ -9, 12
- O=C(CC1Sc2ccccc2NC1=O)Nc1ccccc1C(F)(F)F (stereo not given)
→ -7, 6
- COc1cc2c(cc1OC)CN(Cc1cc(Cl)ccc1O)CC2
→ -1, 31
- COc1ccc([N+](=O)[O-])cc1C1=N/C(=C/c2cccc(Cl)c2Cl)C(=O)O1
→ -4, 2
- CC(C)CCNC(=O)Cc1ccccc1[N+](=O)[O-]
→ 0, -1
- O=C(C(=C(O)c1ccccc1)c1nc(-c2ccccc2)cc(=O)[nH]1)c1ccccc1
→ -18, 0
- CCC(C)(C(=O)NC1CCCC1)N(C(=O)c1ccccn1)c1c(C)n(C)n(-c2ccccc2)c1=O (stereo not given)
→ -7, 6
- CC(C)NC(=O)CN(Cc1ccccc1F)S(=O)(=O)c1ccc(Cl)cc1
→ 0, -2
- O=C(NCc1ccco1)c1c(F)cccc1Cl
→ -1, 1
- COCCCNC(=O)N1CCCC1c1cccc(F)c1 (stereo not given)
→ -2, -7
- CCc1ccc(NC(=O)c2cc3c(CO)cnc(C)c3oc2=Nc2ccc3c(c2)OCO3)cc1
→ 11, 2

# Remaining list, next part.
# The line under a structure holds: Pf apPOL inh, mHTT CaM bind
- COc1cc(OC)c(NC(=O)COc2ccc(Br)cc2)cc1Cl
→ 4, 1
- O=C(CSc1ncccn1)OCc1cc(-c2cccs2)on1
→ i, -15
- O=C(COc1cccc([N+](=O)[O-])c1)Nc1ccccc1C(=O)O
→ -2, 0
- CCOC(=O)C(=CNNC(=O)c1ccc(OC)cc1)C(=O)OCC
→ 3, .
- COc1ccc(Cc2n[nH]c(=O)c3ccccc23)cc1OC
→ -17, -2
